HCV inhibitor = qHTS Assay for Inhibitors of Hepatitis C Virus (HCV) | hit rate 3.4% among 340,000 | Huh7.5.1 HCVcc-Cre infection, luciferase reporter, 44 h | Potency, µM (titrated, usually from 41.8 µM), for the others: at the top dose activity change, negative = inhibition, most hits filed as inhibitors; note: potency is the fitted concentration of half-maximal effect
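1,000 cells/well; 4 h culture; + compound; + HCVcc-Cre (~0.5 moi); 44 h; luciferase substrate, RT 15 min; read 15 sec.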
Tb PYK inh = qHTS of Trypanosoma Brucei Inhibitors; pyruvate kinase (Trypanosoma brucei), Q57TT1; TbPYK enzyme, Kinase-Glo Plus ATP luminescence, 45 min; Potency, µM (highest dose often 76.8 µM), inactives show at the top dose activity, negative = inhibition, most hits filed as inhibitors; hit rate 0.12% among 410,000; AID 624173, 2012; note: potency is the fitted concentration of half-maximal effect; nearly all actives have a fitted effect of over 50% in size
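Luminescence from Kinase-Glo Plus, added after a 45-minute room-temperature reaction, served as the end-point read-out. The enzyme and substrate were preincubated with compound before ADP (130 uM final) initiated turnover. Concentration-effect curves came from normalized qHTS data.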
HCMV antiviral = qHTS Assay for inhibitors of the human cytomegalovirus (HCMV) | hit rate 4.5% among 410,000 | HFF cells, HCMV-luciferase reporter, 72 h; hits give low values | activity change, negative = inhibition, % at 57.5 µM | AID 1259415, 2018; in the data active = activity change below about -60%; inconclusive = no clear call, values can overlap the other calls; inactive = above about -39%
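Steps: HFFs plated, 16 h 37C; compounds added; HCMV-luciferase added to MOI 1 PFU/cell; 72 h 37C; OneGlo reagent, 5 min room temperature; luminescence read, normalized to controls.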
LmPK inhibitor = qHTS Assay for Inhibitors of Leishmania Mexicana Pyruvate Kinase (LmPK); Potency, µM (series often up to 57.5 µM), inactives show at the top dose activity change, negative = inhibition, hits mostly inhibitors; purified LmPK, Kinase-Glo ATP luminescence, 1 h; hit rate 0.37% among 290,000; Q27686; note: potency is the fitted concentration of half-maximal effect
Target sequence (Q27686 whole entry, looked up): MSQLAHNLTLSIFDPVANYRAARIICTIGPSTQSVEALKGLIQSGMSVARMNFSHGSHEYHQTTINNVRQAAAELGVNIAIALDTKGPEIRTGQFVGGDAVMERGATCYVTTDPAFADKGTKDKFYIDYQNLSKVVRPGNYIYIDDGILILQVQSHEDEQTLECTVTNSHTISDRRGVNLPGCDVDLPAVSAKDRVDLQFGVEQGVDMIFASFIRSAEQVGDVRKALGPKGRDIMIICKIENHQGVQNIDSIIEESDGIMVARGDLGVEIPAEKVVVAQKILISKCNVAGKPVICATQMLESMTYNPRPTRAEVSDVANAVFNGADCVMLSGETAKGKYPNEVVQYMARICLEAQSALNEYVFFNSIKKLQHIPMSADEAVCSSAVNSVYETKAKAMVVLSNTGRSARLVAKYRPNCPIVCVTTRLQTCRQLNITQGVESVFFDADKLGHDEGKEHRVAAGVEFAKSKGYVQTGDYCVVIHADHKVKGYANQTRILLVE
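Screened at intermediate enzyme activity to detect both inhibitors and activators: LmPK at 0.1 nM, with a 0.5 nM enzyme column as activation reference. PEP 0.5 mM, ADP 0.1 mM; ATP detected by luminescence after 1 h.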
AmpC inh detg = qHTS Inhibitors of AmpC Beta-Lactamase (assay with detergent); hit rate 0.041% among 370,000; P00811; AmpC hydrolysis of nitrocefin, absorbance 480 nm, 0.01% Triton; Potency, µM (highest dose often 114 µM), without a hit: top-dose activity change, negative = inhibition, hits mostly inhibitors;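 note: potency is the fitted concentration of half-maximal effect; 0% = no-compound wells and -100% = no-enzyme wells; nearly all actives have a fitted effect of over 25% in size; some results filed as inactive show a strong effect at the top dose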
Target sequence (P00811 whole entry, looked up): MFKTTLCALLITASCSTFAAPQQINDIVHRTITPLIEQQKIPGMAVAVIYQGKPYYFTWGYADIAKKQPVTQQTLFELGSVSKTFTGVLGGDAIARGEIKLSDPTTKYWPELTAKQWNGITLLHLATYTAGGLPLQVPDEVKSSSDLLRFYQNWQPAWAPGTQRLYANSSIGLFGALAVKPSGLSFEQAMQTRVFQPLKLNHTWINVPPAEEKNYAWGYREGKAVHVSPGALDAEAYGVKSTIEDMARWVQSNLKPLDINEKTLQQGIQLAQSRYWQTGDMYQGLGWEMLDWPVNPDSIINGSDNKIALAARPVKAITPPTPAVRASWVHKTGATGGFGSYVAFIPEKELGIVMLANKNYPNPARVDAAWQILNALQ
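AmpC (5.3 nM in the dispensed reagent) in 20 mM phosphate pH 7.0 with 0.01% (detergent screen) or 0.0001% Triton X-100 was preincubated with compounds for 15 min at room temperature. Nitrocefin was then added from an 800 uM solution, and hydrolysis was followed at 480 nm.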
AmpC inh no detg = qHTS Inhibitors of AmpC Beta-Lactamase (assay without detergent); Potency, µM (highest dose often 57.1 µM), inactives show at the highest dose activity change, negative = inhibition, most hits filed as inhibitors; hit rate 0.52% among 330,000; AmpC nitrocefin hydrolysis, absorbance 480 nm, 0.0001% Triton;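 note: potency is the fitted concentration of half-maximal effect; plate controls were no compound for no effect and no enzyme for full effect; nearly all actives have a fitted effect of over 20% in size; some results filed as inactive show a strong effect at the top dose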
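AmpC (5.3 nM in the dispensed reagent) in 20 mM phosphate pH 7.0 with 0.01% (detergent screen) or 0.0001% Triton X-100 was preincubated with compounds for 15 min at room temperature. Nitrocefin was then added from an 800 uM solution, and hydrolysis was followed at 480 nm.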
AMA1 RON2 block = qHTS for Inhibitors of AMA1-RON; Towards Development of Antimalarial Drug Lead: Primary Screen. Plasmodium falciparum AMA1 (3D7) - RON2 peptide interaction. AlphaScreen AMA1-biotinylated RON2 peptide binding. Potency, µM (titrated, usually from 58.2 µM), without a hit: at the highest dose activity change, negative = inhibition, actives largely listed as inhibitors. hit rate 0.2% among 360,000. AID 720542, 2013;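 note: potency is the fitted concentration of half-maximal effect; 0% = vehicle wells and -100% = peptide control; nearly all actives have a fitted effect of over 45% in size; some results filed as inactive show a strong effect at the top dose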
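AMA1 (3D7) with his tag at 25 nM final met compounds first, then biotinylated RON2 peptide at 25 nM; detection used donor plus acceptor beads, 10 µg/mL apiece, read by AlphaScreen after 30 min at room temperature.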
* hit, by the source's call; ? = inconclusive; . = not tested or not shown; & = joins results of further samples; [ ] = remark or other dose. Unless noted, calls come from the whole dose curve; as a rule, active = well fitted curve in the direction sought with a large enough effect; inconclusive = small, poorly fitted or top-dose-only effect, or another doubt; inactive = no such curve, though single readings can be large; an effect the other way counts as inactive or inconclusive. Unless noted, % is set by controls: 0 for no effect and ±100 for the full control effect.

SMILES	HCV inhibitor	Tb PYK inh	HCMV antiviral	LmPK inhibitor	AmpC inh detg	AmpC inh no detg	AMA1 RON2 block
CC(=O)Nc1cc([N+](=O)[O-])ccc1OCc1ccccc1	-29%	-7%	17	.	.	.	9%
CCOc1cc(N2CCOCC2)c(OCC)cc1NC(=O)COC(=O)[C@@H]1CCCN1S(=O)(=O)c1ccccc1F	-27%	-7%	15	2%	-1%	200%[activator]	-3%
Cc1ccc(NC(=O)C2(C)CCN2C(=O)CC(c2ccccc2)c2ccccc2)cc1 (configuration not stated)	.	-5%	13	.	.	.	0%
COc1ccc([C@H]2/C=C\CN(Cc3ccc(N(C)C)cc3)[C@@H](C)C(=O)N2Cc2ccc(F)cc2)cc1	10%	-14%	-11	.	.	.	?
C#CC(C)(CC)NC(=O)Cn1nnc(-c2ccc(S(C)(=O)=O)cc2)n1 (configuration not stated)	-25%	-9%	3	-2%	?	5%	4%
CNc1ccccc1-c1nc2ccccc2n(C)c1=O	?	-4%	-38	2%	-7%	-20%	?
CCOc1ccc(-n2c(SCC(=O)Nc3ccc(OC)cc3)nc3sc4c(c3c2=O)CCN(C)C4)cc1	11µM*	2%	-23	-1%	-11%	142%[activator]	-14%
Cc1nn(C)c(C(=O)Nc2ccn(Cc3ccccc3F)n2)c1[N+](=O)[O-]	.	-1%	?	0%	0%	-18%	0%
Cc1cccc(C)c1OCC(O)CN1CCC(CN2C(=O)c3cccc4cccc(c34)C2=O)CC1 (configuration not stated)	?	1%	3	8%	5%	-3%	-23%
CCN1C(=O)/C(=C2\C=Cc3ccccc3N2CC)SC1=S	?	-7%	-10	-16%	-1%	-13%	1.2µM*
Cc1cc(C)nc(NC(=O)/C=C/c2ccc(Cl)cc2Cl)c1	?	-8%	13	-2%	-14%	-34%	-5%
O=S(=O)(NCC(c1ccco1)N1CCOCC1)c1ccc(Cl)cc1 (configuration not stated)	25%	0%&1%	25&9	2%	3%&0%	-22%	-2%
O=C(Nc1cccc(S(=O)(=O)N2CCCCC2)c1)c1ccccc1NS(=O)(=O)c1ccc(F)cc1	?	-9%	-98*	4%	-2%	-40%	-1%
CC(=O)C(C)Oc1cc(C)cc2oc(=O)c(C)c(C)c12 (configuration not stated)	-18%	4%	152	-3%	?	-14%	20%
O=C(NCc1cccs1)C1CCN(S(=O)(=O)c2cccs2)CC1	-2%	3%	31	5%	0%	-25%	-3%
COc1ccccc1CCNC(=O)Cc1cccs1	?	-5%	74	0%	6%	-18%	13%
O=C(Nc1ccc(OCc2ccccc2)cc1)Nc1nnc([C@@H]2C[C@H](O)[C@@H](CO)O2)s1	.	2%	-5	.	.	.	0%
COCCNC(=S)N1CCN(c2cccc(C(F)(F)F)c2)CC1	0%	-7%	-34	3%	6%	38%	3%
CCn1cc(CN2CCCC(CNC(=O)COc3ccccc3OC)C2)c(C)n1 (configuration not stated)	11%	16%	?	0%	-9%	0%	-5%
CC[C@]12c3[nH]c4ccc(Cl)cc4c3CCN1C(=O)[C@@H](CC(=O)NCc1ccc(OC)c(OC)c1)C[C@@H]2C(=O)N1CCN(C(=O)c2ccco2)CC1	-30%	-1%	-20	.	.	185%[activator]	0%
COc1cccc(CNC(=O)CCc2ccc(OC)c(OC)c2)c1	18%	-1%	5	-4%	?	-10%	-8%
COc1cccc(NC(=O)Cn2c(=O)n(-c3ccc(CC(=O)NCC4CCCO4)cc3)c(=O)c3ccccc32)c1 (configuration not stated)	.	-3%	19	.	21%	.	.
C/C(=N\NC(=S)NCCc1ccccc1)c1ccc(Cl)cc1	?	-17%	40	-5%	?	-28%	15%
N#Cc1ccsc1NC(=O)CSc1ncn[nH]1	5%	-2%	19	1%	-3%	-25%	7%
COc1c(F)c(F)c(C(=O)Nc2ccc(N3CCN(Cc4ccccc4)CC3)cc2)c(F)c1F	?	1%	?	3%	3%	-1%	-14%
Cc1noc(C)c1C(=O)N(CC(=O)NC1CCCC1)Cc1ccccc1F	13%	-7%	5	3%	1%	?	-10%
CCOc1ccc(NC2OCC(O)C(O)C2O)c([N+](=O)[O-])c1 (configuration not stated)	10%	3%	7	1%	5%	-7%	-6%
COc1ccc(NC(=O)CCNS(=O)(=O)c2cccc3nsnc23)cc1OC	-24%	6%&0%	-25&1	-2%	7%&-11%	-16%	3%
CC(NC(=O)c1ccccc1)C(=O)N/N=C/c1ccccc1 (configuration not stated)	14%	-14%	?	-1%	2%	-25%	9%
Cc1cc2nc(-c3cccc(Br)c3)c(Cc3ccsc3)n2c(C)c1Br	.	2%	26	.	.	.	32%[activator]
COc1ccccc1N1CCN(C(=O)C(F)F)CC1	21%	1%	-38	5%	-6%	-38%	-2%
Clc1cccc(-c2ccc3ncnc(NCc4cccs4)c3c2)c1	.	-6%	-16	.	?	-24%&-19%	.
O=S1(=O)CC(N2CCN(CCO)CC2)CN1Cc1cn(Cc2cccc(Cl)c2)nn1 (configuration not stated)	.	-1%	4	.	.	.	-10%
CCCC(=O)NC(=S)Nc1ccc(S(=O)(=O)Nc2ccc(OCC)cc2)cc1	-17%	-1%	-29	4%	4%	-29%	15%
COc1ccc(C)cc1NC(=O)C1CCCN(S(=O)(=O)c2cccc3cccnc23)C1 (configuration not stated)	?	6%	.	-1%	4%	18%	3%
COCCNC(=O)C1CCN(c2nc3ccccc3nc2C(F)(F)F)CC1	.	-12%	-10	.	2%	.	.
CC1CCN(C(=O)c2cc(-c3ccc(Cl)cc3)on2)CC1	.	-1%	74	.	19%	.	.
CCNc1nc(-c2sc(NC(=O)C(C)(C)C)nc2C)c(-n2cc(-c3ccccc3)nn2)s1	.	-5%	-70*	.	.	.	-17%
O=c1cc(O)c2sc(Nc3ccc(Cl)c(F)c3)nc2[nH]1	?	-8%	-77*	5%	-6%	-41%	-13%
Cc1cc(OCc2cc(C(=O)N(C)Cc3nonc3C)no2)cc(C)c1Cl	-21%	-2%	6	5%	-3%	82%[activator]	11%

Reformatted with two lines to a compound: part of the list above
Order of values – HCV inhibitor	Tb PYK inh	HCMV antiviral	LmPK inhibitor	AmpC inh detg	AmpC inh no detg	AMA1 RON2 block
- CCCC(=O)NC(=S)Nc1ccc(S(=O)(=O)Nc2ccc(OCC)cc2)cc1
→ -17%	-1%	-29	4%	4%	-29%	15%
- Clc1cccc(-c2ccc3ncnc(NCc4cccs4)c3c2)c1
→ .	-6%	-16	.	?	-24%&-19%	.
- COc1c(F)c(F)c(C(=O)Nc2ccc(N3CCN(Cc4ccccc4)CC3)cc2)c(F)c1F
→ ?	1%	?	3%	3%	-1%	-14%
- CCOc1ccc(NC2OCC(O)C(O)C2O)c([N+](=O)[O-])c1 (configuration not stated)
→ 10%	3%	7	1%	5%	-7%	-6%

Continued.
SMILES	HCV inhibitor	Tb PYK inh	HCMV antiviral	LmPK inhibitor	AmpC inh detg	AmpC inh no detg	AMA1 RON2 block
O=C(COC(=O)c1ccc(O)cc1O)Nc1cccc2ccccc12	8%	-4%	-16	.	8%	-28%	-6%
COc1ccc(C(=O)NCc2nnc(SCC(=O)c3ccccc3)n2C)cc1OC	-6%	-8%	-16	.	?	2%	-8%
CCc1ccccc1NC(=O)COc1ccc2oc(-c3ccc(OC)cc3)cc(=O)c2c1	1%	-2%	-28	1%	-11%	-13%	-3%
O=C(CN1CCCCCC1)Nc1ccccc1Oc1ccccc1	-13%	2%	11	3%	-9%	-16%	-23%
CC(C)c1ccc(C(CC(=O)O)NC(=O)c2cccs2)cc1 (configuration not stated)	?	-4%	-2	3%	-7%	-10%	-15%
CCOCCCNC(=O)C(c1ccccc1)N(Cc1cccs1)C(=O)CNC(C)=O (configuration not stated)	2%	2%	31	3%	?	14%	6%
COc1ccc(S(=O)(=O)N2CCCOC2CNC(=O)C(=O)NCCCn2ccnc2)cc1OC (configuration not stated)	0%	0%	1	2%	-21%	-8%	-13%
CC(=O)Oc1ccc(N2C(=O)c3cccc4c([N+](=O)[O-])ccc(c34)C2=O)cc1	?	3%	-35	4%	-10%	-14%	-18%
O=C(Nc1cccc(C2OCCCO2)c1)c1cccs1	0%	-3%	-29	0%	?	-23%	-4%
CN1c2ccsc2/C(=N/Nc2ccccc2)CS1(=O)=O	?	-13%	6	-1%	?	-20%	-25%
O=C(CC1CCS(=O)(=O)C1)Nc1ccc[nH]c1=O (configuration not stated)	6%	-7%	25	0%	-3%	-2%	5%
CCn1c(SCC(=O)N(C)C)nc2cc(S(=O)(=O)N3CCOCC3)ccc21	13%	0%	3	.	-17%	-4%	-7%
O=C(c1noc2c1CCCC2)N1CCOCC1	8%	-5%	12	2%	-7%	-2%	6%
Cc1ccc2c(c1)C(c1ccccc1)N(C(=O)c1ccc3c(c1)OCO3)CC(=O)N2 (configuration not stated)	-4%	-7%	-2	3%	1%	-31%	20%
COc1cc2c(cc1OC)C(c1ccc(C(F)(F)F)cc1)CC(=O)N2 (configuration not stated)	9%	-4%	69	-4%	-9%	74%[activator]	-1%
Cc1ccc(OCCNC(=O)[C@H]2O[C@@H](n3cnc4c(N)ncnc43)[C@H](O)[C@@H]2O)cc1C	.	8%	4	.	.	.	13%
CCC(SC1=N/C(=C/c2ccccc2)C(=O)N1c1ccccc1)C(=O)Nc1cc(C)on1 (configuration not stated)	?	3%	-16	1%	-14%	-39%	1%
CCOCCc1nnc(NC(=O)C(=O)c2cc(C)n(-c3cccc(C)c3)c2C)s1	.	2%	0	.	-5%	.	.
CC1=C(C(=O)Nc2ccc(C)cc2C)C(c2sccc2C)n2ncnc2N1 (configuration not stated)	.	-6%	8	.	2%	.	.
CCOC(=O)c1c(NC(=O)C(C)Sc2cn(CCNC(=O)c3ccc(OC)cc3)c3ccccc23)sc2c1CCC2 (configuration not stated)	.	3%	-6	.	-3%	.	.
CCOC(=O)c1ccc(N2C(=O)c3[nH]nc(-c4ccc(OC)cc4)c3C2c2ccccc2Cl)cc1 (configuration not stated)	.	4%	11	.	4%	.	.
